# Assay outcomes deposited in PubChem BioAssay by several laboratories.
# CIT2 TOR yeast – modulators of CIT2-GFP expression in yeast, primary screen, S. cerevisiae, GFP fusion, multiplex flow cytometry, MLPCN library | S. cerevisiae CIT2-GFP strain, 3 h; 100 means same as DMSO wells | GFP response vs DMSO, % at 10 µM | actives 0.065% (n = 320,000) | AID 2029, 2009;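 active = GFP response relative to DMSO above a set limit, near the screen mean plus 3 SD, cut at about 150% in these data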;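 note: ratio of well median GFP fluorescence to mean of DMSO wells on the plate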
# MEP2-GFP yeast – modulators of MEP2-GFP levels in yeast, primary screen, S. cerevisiae, multiplex flow cytometry, MLPCN library | AID 2016, 2009 | GFP response vs DMSO, % at 10 µM | actives 0.51% (n = 330,000) | S. cerevisiae MEP2-GFP strain, 3 h; 100% = DMSO control level;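 active = GFP response versus DMSO above a set limit, roughly screen mean plus 3 SD, cut at about 180% in these data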;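 note: median GFP fluorescence of the barcode-gated MEP2-GFP cells per well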
# AGP1-GFP MLPCN – modulators of AGP1-GFP expression in yeast TOR pathway, primary screen, cell-based, multiplex flow cytometry, S. cerevisiae, MLPCN library; AID 2066, 2009; 3 h; GFP as percent of DMSO wells; GFP response vs DMSO, % at 10 µM; actives 0.02% (n = 320,000);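 active = GFP response relative to DMSO above a set limit, near screen average plus 3 SD, cut at about 150% in these data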;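 note: median GFP channel fluorescence of the gated AGP1 strain per well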
# LAP4-GFP MLPCN – modulators of LAP4-GFP expression in yeast, primary screen, S. cerevisiae, multiplex flow cytometry, MLPCN library | actives 0.34% (n = 320,000) | AID 2023, 2009 | GFP response vs DMSO, % at 10 µM | 3 h; median GFP as percent of DMSO wells;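 active = GFP response vs DMSO above a set limit, about the screen mean plus 3 SD, cut at about 150% in these data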
# AHR act – AHR activators, primary screen, cell-based, luminescence, luciferase reporter, human | AID 2796, 2010 | AHR-responsive luciferase reporter cells | actives 2.5% (n = 320,000) | Aryl hydrocarbon receptor (Homo sapiens), P35869 | activation, % at 5 µM; in the data active = activation above about 47%;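 note: 0% = vehicle wells and 100% = reference agonist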
# Target sequence (P35869 whole entry, looked up): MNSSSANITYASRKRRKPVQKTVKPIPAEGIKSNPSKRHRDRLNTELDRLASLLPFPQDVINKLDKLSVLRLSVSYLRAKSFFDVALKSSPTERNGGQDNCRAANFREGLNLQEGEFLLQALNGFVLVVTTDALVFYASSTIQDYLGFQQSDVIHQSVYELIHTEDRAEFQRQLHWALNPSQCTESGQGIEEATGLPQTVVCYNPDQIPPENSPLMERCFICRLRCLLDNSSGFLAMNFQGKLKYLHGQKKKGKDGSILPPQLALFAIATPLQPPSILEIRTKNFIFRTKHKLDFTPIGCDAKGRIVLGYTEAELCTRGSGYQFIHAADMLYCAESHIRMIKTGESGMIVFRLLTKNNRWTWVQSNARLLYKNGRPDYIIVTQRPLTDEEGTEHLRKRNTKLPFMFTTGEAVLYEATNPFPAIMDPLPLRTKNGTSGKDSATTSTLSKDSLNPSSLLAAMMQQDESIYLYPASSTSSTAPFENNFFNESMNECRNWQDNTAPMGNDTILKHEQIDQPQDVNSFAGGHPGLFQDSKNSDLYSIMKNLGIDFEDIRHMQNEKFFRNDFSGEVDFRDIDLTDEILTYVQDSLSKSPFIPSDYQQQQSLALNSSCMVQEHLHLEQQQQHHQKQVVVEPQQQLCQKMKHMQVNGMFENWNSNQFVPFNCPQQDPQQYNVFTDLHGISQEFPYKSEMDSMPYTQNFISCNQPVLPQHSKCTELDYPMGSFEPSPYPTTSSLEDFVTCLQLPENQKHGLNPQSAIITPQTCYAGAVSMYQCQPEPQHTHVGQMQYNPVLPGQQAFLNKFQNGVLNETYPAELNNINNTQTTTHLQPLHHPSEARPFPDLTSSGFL
# RPL19A TOR yeast – RPL19A-GFP expression modulators in yeast, primary screen, cell-based, S. cerevisiae, multiplex flow cytometry, MLPCN; AID 2025, 2009; actives 0.3% (n = 330,000); percent response vs DMSO, % at 10 µM; S. cerevisiae RPL19A-GFP strain, 3 h; hits give low values;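 active = percent response vs DMSO below 50%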;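 note: median channel GFP fluorescence of the barcoded RPL19A-GFP strain; ratio of sample median GFP to plate DMSO average so 100% = DMSO; lower means less RPL19A-GFP as with rapamycin TOR inhibition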
# Efflux pump mplx – inhibitors of Candida efflux pumps in yeast, primary screen, S. cerevisiae, Nile Red, multiplex; S. cerevisiae Candida pump triplex; inhibition, % at 10 µM; actives 0.44% (n = 330,000); AID 485275, 2010;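 active = plate passing quality check with inhibition over a set limit, or well fluorescence over plate mean plus 4 SD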;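 note: Nile Red retained in pooled yeast measured as flow cytometry median fluorescence; 0% = buffer negative control and 100% = Enniatin B positive control; higher means more Nile Red kept so more efflux inhibition; some compounds called inactive have numbers as strong as hits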
# CR mimetic SO – reduction of superoxide in aged yeast, primary screen, HTS; superoxide response (% of plate mean), % at 10 µM; AID 2690, 2010; S. cerevisiae aged cells, superoxide DHE fluorescence; hits give low values; actives 0.18% (n = 330,000);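 active = superoxide response under a set limit, about three screen SD below normal, cut at about 65% in these data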;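 note: yeast aged for seven days with compound at 30 °C before DHE staining; 100% = average MFI of all compound-treated wells on the plate with controls excluded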
# Numbers without * were called inactive; · = no result given; [ ] = remark or other dose.
# Values run as follows: CIT2 TOR yeast	MEP2-GFP yeast	AGP1-GFP MLPCN	LAP4-GFP MLPCN	AHR act	RPL19A TOR yeast	Efflux pump mplx	CR mimetic SO
- COc1ccc(OC)c(S(=O)(=O)NNC(=S)Nc2ccc3c(c2)OCO3)c1
  84	94	83	83	16	94	-0.5	100
- COc1ccc2c(c1)c(=O)oc1cc(OCC(=O)NCC3CCC(C(=O)O)CC3)ccc12 (stereo not drawn)
  106	106	107	108	0	105	-0.1	82
- O=C(CCSCCC(=O)Nc1ccccc1F)Nc1ccccc1F
  90	96	100	101	3	99	0.4	94
- COc1ccccc1CNC(=O)C1CCCN(S(=O)(=O)c2cccs2)C1 (stereo not drawn)
  94	106	92	88	9	93	0.1	93
- CC(C)OCCCNC(=O)c1cc(Sc2ccc(F)cc2)nc2ccccc12
  89	93	89	86	4	93	0.2	89
- CCCc1nnc(NC(=O)CCC(=O)NCCc2ccc(Cl)cc2)s1
  102	100	102	95	1	101	0.1	110
- O=C(COC(=O)Cc1ccc([N+](=O)[O-])cc1)NCc1ccc2c(c1)OCO2
  114	108	105	94	0	100	-0.3	114
- O=C1c2ccncc2C(=O)N1CNc1ccc(Cl)cc1
  101	102	98	95	1	102	0.0	114
- COc1ccccc1CNc1ccc(N2CCCCC2)cc1
  97	97	95	100	2	92	0.1	100
- CCCOc1cccc(C(=O)O)c1
  78	84	88	111	4	91	0.0	100
- COc1ccc(Cc2nc3ccc(C(=O)NCc4cc(C)no4)cc3o2)cc1OC
  107	96	98	77	5	107	-0.1	92
- CCOC(=O)CN1C(=O)C(=O)N(Cc2c(C)cc(C)cc2C)C1=O
  102	102	98	89	1	105	0.1	95
- COC(=O)COc1ccc2c(=O)c(Oc3ccccc3)c(C)oc2c1
  104	104	107	109	3	105	0.0	108
- COc1ccc(CCNC(=O)C/C(C)=N/NC(=O)c2cnccn2)cc1
  102	102	99	92	14	98	0.1	99
- CCCCNc1c(-c2cccc(SC(C)CC)c2)nc2ccc(Cl)cn12 (stereo not drawn)
  92	95	93	97	16	93	-0.2	96
- CCOC(=O)c1c(-c2ccc(F)cc2)csc1NC(=O)CCN1C(=O)c2ccccc2C1=O
  101	101	100	90	2	107	0.3	99
- COC(=O)c1cc2ccsc2n1Cc1nc(-c2ccc(Cl)cc2)oc1C
  117	95	94	99	6	104	0.1	96
- COc1cc(NC(=O)NC2Cc3ccccc3C2)cc(OC)c1
  110	107	104	96	13	108	-0.1	98
- Cc1nc2c(nnn2Cc2ccccc2)c(=O)[nH]1
  100	96	95	100	4	95	0.1	146
- CC(NC(=O)CCC(=O)NCc1ccc(F)cc1)c1ccccc1 (stereo not drawn)
  99	103	105	101	-1	101	0.0	92
- NC(=O)c1ccccc1NC(=O)COC(=O)CSCc1cccc(Cl)c1
  77	92	75	80	11	91	-0.1	109
- O=C(CCNS(=O)(=O)c1ccccc1)N1CCN(c2ccccc2F)CC1
  93	91	98	87	-1	105	-0.1	103
- COc1ccc(N=Cc2sc3ccccc3c2Cl)cc1
  94	92	105	90	12	98	0.1	87
- CCC(C(=O)Nc1nccs1)c1ccccc1 (stereo not drawn)
  98	102	102	105	-6	100	0.0	107
- Cc1cc(C)cc(OCC(=O)O/N=C(\N)c2ccccn2)c1
  88	93	90	93	5	91	0.0	98
- CCCCCCc1ccc(OC(=O)c2ccncc2)cc1
  101	95	105	96	1	100	0.2	91
- Cc1ccc(NC(=O)c2cccc(N3C(=O)C4C5CCC(C5)C4C3=O)c2)c(C)c1 (stereo not drawn)
  104	103	104	92	3	104	-0.2	104
- Cc1cccc(NC(=O)Cn2nc(C(F)(F)F)cc2C2CC2)c1
  101	105	·	102	7	101	-0.1	83
- Cc1ccc2c(c1)CCCN2C(=O)c1cc(C)on1
  112	104	104	98	-1	99	0.3	89
- Cc1ccc(C(=O)NNc2c3ccccc3nc3ccccc23)cc1
  96	103	103	107	39	101	0.0	92
- COc1ccc(Oc2nc(Oc3ccc(OC)cc3)nc(Oc3ccc(OC)cc3)n2)cc1
  ·	117	105	97	-2	103	-0.1	105
- Cc1cccc(N2CCN(S(=O)(=O)c3ccc4c(c3)C(C)(C)C(=O)N4C)CC2)c1C
  123	90	106	99	3	99	0.0	78
- C#CCOCCOCCOCCNc1nc(N2CCN(C(=O)[C@H](CC(N)=O)n3cc(C(N)[C@H](C)CC)nn3)CC2)nc(N2CCN(C(=O)[C@H](CC(N)=O)n3cc(C(N)[C@@H](C)CC)nn3)CC2)n1 (stereo partly drawn)
  96	98	90	93	-1	96	-0.2	109
- Cc1ccc(NC(=O)COC(=O)COc2cccc3c2OC(C)(C)C3)cc1C
  157*[may fluoresce green]	212*[may fluoresce green]	91[may fluoresce green]	167*[may fluoresce green]	1	107[may fluoresce green]	-0.1	91
- COC(=O)CNC(=O)Cn1c(=O)n(Cc2ccc(F)cc2)c(=O)c2sccc21
  104	107	106	110	0	101	-0.1	98
- CCCn1c(N2CCN(C(=O)NCc3ccccc3)CC2)nc2ccccc21
  101	105	74	96	-4	82	0.2	109
- COc1ccc(C)c(S(=O)(=O)Nc2ccc(OCC(=O)O)cc2)c1
  93	102	100	106	-2	96	0.0	111
- CCC(=O)N(CC(=O)Nc1sc(C)c(C)c1C(N)=O)C1CCCCC1
  96	105	101	103	2	101	0.1	92
- C=CCNC(=O)C1CCN(c2cc(C)nc(-c3ccccc3)n2)CC1
  105	106	104	94	5	104	0.1	78
- CCN(CC)C(=O)c1ccccc1NC(=O)CN1C(=O)c2ccccc2C1=O
  109	97	109	101	1	102	-0.1	106
- O=C(O)c1ccccc1SSc1ccccc1C(=O)O
  100	103	103	102	0	103	-0.1	89
- COC(=O)c1ccccc1NC(=S)NC(=O)COc1ccc(C)cc1
  109	108	101	106	8	99	0.0	101
- CCc1ccc(NC(=O)CN2CCCN(S(=O)(=O)c3ccc(F)cc3)CC2)cc1
  109	107	104	101	2	103	-0.3	109
- CC(C)C[C@@H](COc1ccccc1)N1CCN(C)CCC1=O
  73	94	81	133	3	98	-0.1	100
- COc1ccc(-n2c(C)cc(/C=C3\SC(=S)NC3=O)c2C)cc1
  104	103	97	89	4	104	0.1	112
- CCCC(=O)NC(=S)Nc1ccccc1OC
  104	106	112	100	19	104	0.2	93
- O=C(Nc1cccc(F)c1)Nc1ccnn1C1CCN(C(=O)c2cscn2)CC1
  92	102	100	97	0	100	0.2	118
- N#Cc1c(NC(=O)c2cnn3cccnc23)sc2c1CCCC2
  104	101	105	104	6	100	0.0	95
- CC(=O)c1cccc(OCC(O)CN2CCN(S(=O)(=O)c3c(F)cccc3F)CC2)c1 (stereo not drawn)
  104	106	108	99	9	107	0.0	101
- O=C(OCc1nc(-c2ccccc2Cl)no1)c1ccco1
  94	105	94	110	1	99	0.1	93
- O=C1NC(=O)C2(CCCc3ccccc32)N1 (stereo not drawn)
  97	92	102	103	1	99	0.0	85
- CCC/C(=N/NC(=O)c1ccc2c(c1)OCO2)c1cccs1
  104	104	100	94	64*	102	-0.1	110
- Cn1c2cc(Br)sc2c2cnn(Cc3ccc(F)cc3F)c(=O)c21
  84	96	91	95	0	98	0.8	106
- C/C(=N\NC(=O)c1ccc2ccccc2c1)c1cccnc1
  90	91	93	89	32	98	0.0	101
- CN(C(=O)Cc1c[nH]c2ccccc12)C(C(=O)Nc1ccc2c(c1)OCO2)c1ccccc1 (stereo not drawn)
  101	93	95	89	26	102	-0.4	92
- O=C(NC1CCCC1)C(c1ccncc1)N(C(=O)Cc1cccs1)c1ccccc1 (stereo not drawn)
  104	104	96	88	0	100	0.0	89
- CN(C(=O)COC(=O)c1cnc(Cl)c(Cl)c1)C1CCS(=O)(=O)C1 (stereo not drawn)
  98	104	103	95	1	101	0.0	90
- O=C(NCc1ccccc1)C(=O)c1cn(CC(=O)N2CCOCC2)c2ccccc12
  110	116	110	110	0	111	-0.1	91
- O=C(COC(=O)c1ccc([N+](=O)[O-])cc1Cl)NCc1ccco1
  95	98	98	93	0	95	0.0	86
- CCCc1nn2c(=O)cc(CSCC(=O)Nc3ccccc3OC)nc2s1
  91	96	99	96	2	94	0.0	116

# The listing continues:
# Values run as follows: CIT2 TOR yeast	MEP2-GFP yeast	AGP1-GFP MLPCN	LAP4-GFP MLPCN	AHR act	RPL19A TOR yeast	Efflux pump mplx	CR mimetic SO
- N=C1/C(=C/c2ccc(OCc3ccccc3)cc2)C(=O)N=C2SC(CC(=O)N3CCOCC3)=NN12
  90	102	87	90	-2	91	-0.1	90
- O=C(O)CCN1Cc2ccccc2C1=O
  103	102	100	99	0	98	0.0	129
- Cc1[nH]c2ccccc2c1/C=N/Nc1ccccc1[N+](=O)[O-]
  107	106	108	101	29	108	-0.2	92
- O=C(Nc1ncccc1O)c1cccc(S(=O)(=O)N2CCCC2)c1
  99	99	114	121	-2	105	0.0	103
- CC(C)(C)C1CCc2onc(C(=O)Nc3cccc(O)c3)c2C1 (stereo not drawn)
  110	107	103	106	7	104	0.0	114
- COc1ccccc1Nc1cc(C(=O)NCc2cccnc2)c2ccccc2n1
  109	97	102	99	17	99	-0.2	101
- Cc1cccc(C(=O)NNC(=O)c2ccc(Cl)cc2)c1O
  103	110	110	107	11	104	0.0	99
- CC(C)c1ccc(OCC(=O)NCc2n[nH]c(=O)c3ccccc23)cc1
  90	89	112	114	8	98	-0.1	100
- COc1ccc(-c2ccccc2)cc1NC(=O)c1ccncc1
  95	98	93	108	16	94	0.0	85
- COc1ccc2c(c1)C1NC(=S)NC(C)(O2)C1C(=O)Nc1ccc(Cl)cc1 (stereo not drawn)
  101	108	112	100	10	108	0.2	108
- O=C(CCNC(=O)c1ccccc1)OCN1C(=O)c2ccccc2C1=O
  100	98	104	102	3	100	0.0	78
- Cc1ccnc(NC(=S)NC(=O)c2cccs2)c1
  83	92	83	111	9	99	-0.1	94
- CC(C)c1nc(SCc2c(F)cccc2Cl)c2c(=O)n(C)c(=O)n(C)c2n1
  107	106	113	105	8	107	0.0	84
- Cc1cc(=O)n(CCCc2ccccc2)[nH]1
  88	84	84	113	2	97	-0.1	89
- CCOC(=O)c1nn(-c2ccccc2C)c2nc(Nc3ccccc3)cc(=O)n12
  102	111	98	95	8	101	0.1	93
- CCOc1ccc2[nH]cc(S(=O)(=O)c3ccc(F)cc3)c(=O)c2c1
  100	96	99	112	5	102	-0.3	89
- CCOC(=O)CSC1=Nc2ccccc2C2=NC(CC(=O)NCc3ccc(OC)cc3)C(=O)N12 (stereo not drawn)
  89	96	101	104	3	99	0.2	102
- COc1ccc(CNC(=O)c2cccc3c2C(=O)N(Cc2cccnc2)C3)cc1
  ·	113	102	92	9	97	0.0	103
- CCOC(=O)c1c(-c2ccc(C)c(C)c2)csc1NC(=O)C1CC=CCC1C(=O)O (stereo not drawn)
  88	96	97	93	0	98	0.0	111
- Cc1c(Cl)cccc1NC(=O)[C@@H](NC(=O)c1ccccc1Cl)C(C)C
  95	106	104	92	0	106	-0.2	91
- Cc1cccc(C(=O)OCC(=O)Nc2sc3c(c2C#N)CCC3)c1
  98	110	105	104	4	108	-0.2	120
- COc1ccc(OC)c(-c2nnc(SCC(=O)N3CCCC3)o2)c1
  100	110	104	109	6	104	-0.1	101
